# RXFP1 antag: qHTS Assay for Antagonists of the Relaxin Receptor RXFP1. Relaxin receptor 1 (Homo sapiens), Q9HBX9. AID 1259400, 2018. 350,000 compounds, 0.59% hits. HEK293-RXFP1, relaxin-stimulated cAMP HTRF, 30 min; active compounds read low. activity change, negative = inhibition, % at 57.5 µM;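 active = activity change of -60% or lower, but not beyond a set lower limit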; also: % is scaled to controls: 0 for no effect and ±100 for the full control effect
# TRHR agonist: qHTS for Small Molecule Agonists and Allosteric Enhancers of Human TRH Receptor: Primary Screen for Agonists | 360,000 compounds, 0.18% hits | Thyrotropin-releasing hormone receptor (Homo sapiens), P34981 | TRHR cells, calcium flux fluo-8, FDSS agonist mode | AID 493084, 2011 | activation, % at 2 µM; also: 0% is about no effect
# Target sequence (P34981 whole entry, looked up): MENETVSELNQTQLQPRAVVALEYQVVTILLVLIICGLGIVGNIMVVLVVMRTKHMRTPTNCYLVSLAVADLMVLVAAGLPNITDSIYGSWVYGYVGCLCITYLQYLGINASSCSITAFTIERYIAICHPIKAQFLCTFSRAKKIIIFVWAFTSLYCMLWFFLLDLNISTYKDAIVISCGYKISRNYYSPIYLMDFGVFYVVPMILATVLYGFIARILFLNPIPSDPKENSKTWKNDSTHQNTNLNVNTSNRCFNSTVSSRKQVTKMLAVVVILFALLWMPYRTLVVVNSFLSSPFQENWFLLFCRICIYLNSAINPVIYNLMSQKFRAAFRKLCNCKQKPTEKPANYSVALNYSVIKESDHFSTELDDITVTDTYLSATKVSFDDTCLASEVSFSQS
#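 Fluo-8-loaded TRHR cells; 10 s baseline, compound added, kinetic Ca2+ fluorescence read 1/s, agonist mode.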
# D2 antagonist: HTS Assay for Allosteric Antagonists of the Human D2 Dopamine Receptor: Primary Screen for Antagonists. D(2) dopamine receptor (Homo sapiens), P14416. HEK293 TREx D2 cells, calcium flux, dopamine EC80. inhibition, % at 10 µM. 340,000 compounds, 2% hits; in the data active = inhibition above about 30%; also: 0% is about no effect
#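 Dopamine at EC80 is the agonist stimulus; test compounds precede it by 180 s. Calcium flux read kinetically in a force-coupled, inducible HEK293 T-REx D2 cell line.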
# D2 PAM: HTS Assay for Positive Allosteric Modulators of the Human D2 Dopamine Receptor: Primary Screen for Potentiators | HEK293 T-REx D2, calcium flux, EC20 dopamine potentiation | AID 485347, 2010 | 340,000 compounds, 0.34% hits | potentiation, % at 10 µM | D(2) dopamine receptor (Homo sapiens), P14416;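 active = potentiation over 3 SD above the plate norm, cut at about 30% in these data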; also: 0% is about no effect
#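 Potentiation of an EC20 dopamine calcium response measured kinetically over 180 s, after a preceding 180 s compound-only read flagging agonists. Cells: inducible Hek293 Trex D2 line, 4000/well, cultured overnight at 30 C before dye loading.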
# D2 agonist: HTS Assay for Allosteric Agonists of the Human D2 Dopamine Receptor: Primary Screen for Agonists; 340,000 compounds, 0.53% hits; activation, % at 2 µM; HEK293 T-REx D2 cells, calcium flux agonist mode;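 active = activation over 3 SD above normal in the single-dose calcium agonist read, cut at about 30% in these data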; also: 0% is about no effect
#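 Tetracycline-induced HEK293 T-REx cells with force-coupled D2 receptor, plated overnight at 30 C, loaded with no-wash calcium dye. After a 10 s baseline, compound was pin-added and calcium flux read kinetically for 180 s; calcium rises flagged agonists.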
# D1 antag: Antagonist of Human D 1 Dopamine Receptor: qHTS; D(1A) dopamine receptor (Homo sapiens), P21728; activity change, negative = inhibition, % at 10 µM; 360,000 compounds, 3.2% hits; AID 504652, 2011; HEK293 TREx D1 cells, calcium flux, dopamine EC80; active compounds read low; in the data active = activity change below about -30%; also: % is scaled to controls: 0 for no effect and ±100 for the full control effect
# Target sequence (P21728 whole entry, looked up): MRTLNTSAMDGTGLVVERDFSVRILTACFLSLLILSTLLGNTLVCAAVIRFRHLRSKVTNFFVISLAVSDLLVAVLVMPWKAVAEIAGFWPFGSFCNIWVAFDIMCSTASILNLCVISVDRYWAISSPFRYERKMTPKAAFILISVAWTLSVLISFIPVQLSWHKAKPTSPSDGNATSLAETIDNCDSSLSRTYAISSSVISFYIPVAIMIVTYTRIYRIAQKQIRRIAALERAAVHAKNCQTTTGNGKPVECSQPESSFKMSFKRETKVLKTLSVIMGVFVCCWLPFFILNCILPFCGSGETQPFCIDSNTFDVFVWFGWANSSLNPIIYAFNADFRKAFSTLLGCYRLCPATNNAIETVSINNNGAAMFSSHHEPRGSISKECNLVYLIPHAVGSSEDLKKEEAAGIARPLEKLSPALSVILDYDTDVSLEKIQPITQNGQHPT
#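 Allosteric or orthosteric antagonism assessed as attenuation of the calcium response to EC80 dopamine, added 180 s after compound, in induced HEK293 Trex D1 cells loaded with no-wash calcium dye.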
# D1 ag: Allosteric Agonists of the Human D1 Dopamine Receptor: qHTS; D(1A) dopamine receptor (Homo sapiens), P21728; 360,000 compounds, 1% hits; HEK293 T-REx D1 cells, calcium flux, agonist mode; activation, % at 2 µM; also: 0% is about no effect
#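 Inducible HEK293 T-REx D1 cells, force-coupled to calcium signalling, were plated at 4000 cells/well with tetracycline and held overnight at 30 C. After no-wash calcium dye loading, compound-evoked calcium rise over 180 s flagged agonists.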
# D1 PAM: Potentiators of Human D1 Dopamine Receptor: qHTS | potentiation, % at 10 µM | AID 504651, 2011 | 360,000 compounds, 0.036% hits | HEK293 TREx D1 cells, calcium flux, dopamine EC20 potentiation; in the data active = potentiation above about 30%; also: 0% is about no effect
# TRHR PAM: qHTS for Small Molecule Agonists and Allosteric Enhancers of Human TRH Receptor: Primary Screen for Enhancers. 360,000 compounds, 0.66% hits. Thyrotropin-releasing hormone receptor (Homo sapiens), P34981. TRHR cells, fluo-8 calcium fluorescence, EC20 TRH enhancement. enhancement, % at 2 µM; in the data active = enhancement above about 30%; also: 0% is about no effect
#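 Enhancer read-out: after compound pinning and an initial kinetic agonist-mode read, an EC20 of TRH (10 nM final) was injected and fluo-8 calcium signal (Ex 480/Em 530) followed at 1 s/cycle for 100 cycles in TRHR-expressing cells.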
# Starred values were filed as active, the others as inactive; x = no result given; & = joins results of further samples. Rule as the data show it, unless noted: active = activation above about 30%; inactive = the rest.
# The opening 2 records, to show the layout:
entry	SMILES	RXFP1 antag	TRHR agonist	D2 antagonist	D2 PAM	D2 agonist
1	COc1cc(C)c(CN2CCN(C(C)C(=O)NC(C)c3ccccc3)CC2)cc1OC (configuration not stated)	-7	-0.7	18	-12	-1.7
2	O=C(CSc1nc2ccccc2c(=O)[nH]1)N1CCCCC1	x	0.1	29	0	1.5

entry	D1 antag	D1 ag	D1 PAM	TRHR PAM
1	-10	1	-2	-2
2	-8	2	x	1

# The listing, from the start:
entry	SMILES	RXFP1 antag	TRHR agonist	D2 antagonist	D2 PAM	D2 agonist
1	COc1cc(C)c(CN2CCN(C(C)C(=O)NC(C)c3ccccc3)CC2)cc1OC (configuration not stated)	-7	-0.7	18	-12	-1.7
2	O=C(CSc1nc2ccccc2c(=O)[nH]1)N1CCCCC1	x	0.1	29	0	1.5
3	Cc1nc(N2CCN(c3ccccn3)CC2)c2c(C)c(C(=O)Nc3ccc(F)cc3F)sc2n1	11	0.9	-9	x	-0.1
4	CCCCN(CC)CCNC(=O)Cn1cnc2sc(C)c(S(=O)(=O)N3CCC(C)CC3)c2c1=O	19&-2	0.0&0.2	19	-3&-9	-0.8&0.7
5	Cc1ccccc1NC(=O)c1cc2ccccn2n1	-2	0.5	3	-1	-1.2
6	CC(C)NC(=O)CCS(=O)(=O)c1cccc2nonc12	-3	0.1	5	5	0.9
7	O=C(CSc1nc(=O)n2ccccc2n1)N1CCCc2ccccc21	-9	-0.5	6	1	0.2
8	O=C(Nc1ccc(F)cc1F)c1c(C(F)(F)F)ccnc1Oc1cccc(C(F)(F)F)c1	-18	0.5	-5	-2	1.8
9	O=C(c1cc2ccccc2[nH]1)N1CCOCC1	6	0.2	3	-3	0.4
10	COc1ccc(C(=O)CN2CCN(c3ccc(F)cc3)CC2)cc1	7	0.6	-7	1	0.0
11	COc1ccc(CNCc2cc3c(C(C)(C)C)nn(-c4ccccc4)c3[nH]c2=O)cc1	-22	-0.6	17	-18	-0.2
12	COC(=O)C(NC(=O)C(NC(=O)c1ccccc1)C(C)C)C(C)C (configuration not stated)	17	-1.2	4	x	2.4

entry	D1 antag	D1 ag	D1 PAM	TRHR PAM
1	-10	1	-2	-2
2	-8	2	x	1
3	8	0	-2	5
4	-1&-5	0&2	-4&0	-6&-4
5	2	0	0	0
6	2	1	-3	4
7	-22	0	-3	5
8	-5	11	-5	-8
9	2	3	-4	13
10	-19	2	3	-7
11	9	0	-4	-2
12	3	0	-1	-5

# Going on with the list.
entry	SMILES	RXFP1 antag	TRHR agonist	D2 antagonist	D2 PAM	D2 agonist
13	CCCCn1c(=O)n(Cc2cccc(F)c2)c(=O)c2c1ncn2Cc1ccco1	-12	2.4	7	x	2.9
14	Cc1ccccc1NCc1nc2ccccc2n1CCOc1ccccc1	-24	-0.2	x	6	x
15	CCCn1ncc(CN2CCN(Cc3ccsc3)C(CCO)C2)c1C (configuration not stated)	11	0.4	-16	-16	0.6
16	Cc1ccc(/C=N/Nc2ccc(C(=O)O)cc2)s1	-14	0.3	-10	14	3.6
17	CCn1nnnc1SCC(=O)Nc1nnc(C(C)C)s1	-4	-0.3	8	-3	0.3
18	CN(/N=C/c1ccc(O)cc1O)c1nc(-c2ccccc2)cc(-c2ccccc2)n1	-7	0.3	12	-3	0.6
19	COc1cccc(-n2c(SCC(N)=O)nnc2-c2ccco2)c1	1	0.6	5	-1	0.3
20	CCN(CC)C(=S)SC1=CCS(=O)(=O)C1	-4	0.1	-6	7	-0.3
21	COc1cccc2[nH]c3c(N4CCC(C)CC4)ncnc3c12	7	-0.8	-7	6	-0.6
22	O=S1(=O)N=C(Nc2ccc(N3CCOCC3)cc2)c2ccccc21	5	0.1	4	5	-0.6
23	Cc1cc(C)n(Cc2cnc(N3CCOCC3)s2)n1	-10	-0.1	x	x	x
24	O=C(NCCCN1CCOCC1)c1ccc(CS(=O)(=O)c2cccc(C(F)(F)F)c2)o1	-7	-0.3	-1	-13	-0.5

entry	D1 antag	D1 ag	D1 PAM	TRHR PAM
13	22	15	-5	-4
14	-1	-1	-1	0
15	-3	-1	3	-15
16	-21	5	-6	-2
17	-1	4	2	-2
18	8	4	-8	-3
19	-1	2	0	3
20	13	8	0	12
21	-3	15	-5	-3
22	-15	1	-3	18
23	-31*	3	-2	-1
24	6	3	10	6

# Following part.
entry	SMILES	RXFP1 antag	TRHR agonist	D2 antagonist	D2 PAM	D2 agonist
25	C[C@H]1[C@H](C)CC[C@]2(C)CC[C@]3(C)C(=CC(=O)C4[C@@]5(C)CC[C@H](O)C(C)(C)C5CC[C@]43C)[C@H]12 (some centres not stated)	x	-0.1	21	0	0.0
26	Clc1ccc(Cl)c(OCCN2CCOCC2)c1	12	-0.1	11	-14	0.4
27	CC(c1ccncn1)N(C)Cc1nc(Cc2ccccc2F)no1 (configuration not stated)	9	0.3	7	2	-0.7
28	COC1CCCCC1Nc1cc(C)ccc1C (configuration not stated)	-22	0.0	x	x	x
29	CCOc1ccc2cc(C3CC(c4ccco4)=NN3S(=O)(=O)c3ccccc3)c(Cl)nc2c1 (configuration not stated)	x	1.0	15	5	1.8
30	CCOc1cc2c(cc1OCC)C(C(=O)O)C(c1cc(Br)c(O)c(OC)c1)N(C)C2=O (configuration not stated)	3	0.3	0	0	-1.0
31	CCC(NC(=O)Cc1c(C)c2cc3c(cc2oc1=O)OC(C)(C)CC3)C(=O)O (configuration not stated)	6	0.3	-14	-1	0.7
32	COC(=O)c1sccc1NC(=O)Cn1nnc(-c2ccc(C)cc2)n1	-17	1.2	9	-3	0.3
33	COc1cccc(OC)c1C(=O)OCC(=O)NC1CCCCCC1	9	-0.7	82*	-4	0.6
34	Cc1ccc(C(NC(=O)N2CCN(C)CC2)C(Cl)Cl)cc1F (configuration not stated)	-3	-0.1	15	-12	-0.1
35	CC(C)N1CC(C(=O)Nc2ccc(Br)c(Cl)c2)CC1=O (configuration not stated)	-4	0.9	5	-9	1.1
36	CC1=NNC(=O)C(CC(=O)Nc2ccc(Cl)c(Cl)c2)C1 (configuration not stated)	-9	-0.4	-6	-1	1.7

entry	D1 antag	D1 ag	D1 PAM	TRHR PAM
25	29	0	11	-3
26	-17	3	-8	6
27	-4	0	-5	0
28	16	1	-4	3
29	-17	9	1	3
30	-32*	1	-2	-2
31	4	2	15	1
32	25	2	-1	2
33	-13	6	-2	-21
34	-1	-2	1	1
35	-23	15	-3	-5
36	-36*	3	-6	2

# Some of the entries so far, with values under each structure.
# Below each compound – RXFP1 antag, TRHR agonist, D2 antagonist, D2 PAM, D2 agonist, D1 antag, D1 ag, D1 PAM, TRHR PAM
26: Clc1ccc(Cl)c(OCCN2CCOCC2)c1
→ 12, -0.1, 11, -14, 0.4, -17, 3, -8, 6
27: CC(c1ccncn1)N(C)Cc1nc(Cc2ccccc2F)no1 (configuration not stated)
→ 9, 0.3, 7, 2, -0.7, -4, 0, -5, 0
28: COC1CCCCC1Nc1cc(C)ccc1C (configuration not stated)
→ -22, 0.0, x, x, x, 16, 1, -4, 3
29: CCOc1ccc2cc(C3CC(c4ccco4)=NN3S(=O)(=O)c3ccccc3)c(Cl)nc2c1 (configuration not stated)
→ x, 1.0, 15, 5, 1.8, -17, 9, 1, 3
30: CCOc1cc2c(cc1OCC)C(C(=O)O)C(c1cc(Br)c(O)c(OC)c1)N(C)C2=O (configuration not stated)
→ 3, 0.3, 0, 0, -1.0, -32*, 1, -2, -2
31: CCC(NC(=O)Cc1c(C)c2cc3c(cc2oc1=O)OC(C)(C)CC3)C(=O)O (configuration not stated)
→ 6, 0.3, -14, -1, 0.7, 4, 2, 15, 1
32: COC(=O)c1sccc1NC(=O)Cn1nnc(-c2ccc(C)cc2)n1
→ -17, 1.2, 9, -3, 0.3, 25, 2, -1, 2

# Later entries.
entry	SMILES	RXFP1 antag	TRHR agonist	D2 antagonist	D2 PAM	D2 agonist
37	CN(C)c1ccc(/C=N/NC(=O)CNC(=O)c2ccco2)cc1	-12	0.4	2	-5	-0.2
38	COc1ccc(COC(=O)N/C=C/c2ccco2)cc1	-2	1.8	2	-2	1.0
39	S=C(NCc1cccnc1)Nc1ccc(Cl)cc1Cl	-3	0.2	-3	-7	-0.3
40	N#Cc1ccc(NC(=O)Cn2cnc(S(=O)(=O)N3CCOCC3)c2)cc1	13	0.3	2	9	1.2
41	COc1ccc(C(=O)NC(C)c2nnc(SCC(=O)NC3CCCCC3)n2C)cc1 (configuration not stated)	4	0.4	1	13	0.1
42	Cc1cc(C)cc(NC(=O)NCc2c(-n3cccc3)sc3c2CCCC3)c1	-1	0.3	x	-7	0.3
43	COc1ccc(NC(=O)C2=CC(c3ccc4c(c3)OCO4)=NS(=O)(=O)N2C)cc1	-12	0.2	x	-2	-0.6
44	Cc1cc(C)n2nc(C(=O)NCc3ccccc3)nc2n1	-6	0.1	8	12	-0.5
45	CN(C1CCCCC1)S(=O)(=O)c1ccc(NC(=O)c2ccc(Br)o2)cc1	7	-0.1	5	6	-1.3
46	Cc1ccc(-c2csc(NCCn3c(-c4ccncc4)nc4ccccc43)n2)cc1	x	-1.4	5	0	0.0
47	Cc1cc(Cl)c2oc(C(=O)N3CCCCC3CCN3CCCC3=O)c(C)c2c1 (configuration not stated)	-3	-0.6	-1	1	0.7
48	Cc1ccccc1NS(=O)(=O)c1ccc2[nH]cc(C(=O)NCCCN3CCOCC3)c(=O)c2c1	4	-0.2	14	-3	0.1
49	CCn1nc(-c2ccccc2)c(-c2ccccc2)c(C(=O)Nc2ccccc2C(N)=O)c1=O	-19	0.1	x	2	-0.8
50	CN(Cc1c(F)cccc1Cl)C(=O)c1ccc(COc2ccccc2)cc1	-31	1.0	-4	-26	0.7

entry	D1 antag	D1 ag	D1 PAM	TRHR PAM
37	-5	2	-2	1
38	2	3	2	-4
39	-2	0	-5	-4
40	30	2	-1	-1
41	-1	3	1	-1
42	-14	3	-3	-2
43	-14	1	-2	0
44	20	4	-2	3
45	-9	13	-5	28
46	-16	1	-6	1
47	3	-1	6	7
48	2	0	-6	5
49	-42*	7	0	-5
50	1	1	-2	-4
